Bioassay records (PubChem BioAssay)
mcGAS inh – mouse cGAS inhibition by luminescence; Q8C6L5; recombinant cGAS, Kinase-Glo ATP depletion luminescence; inhibition, % at 12.5 µM; actives 0.15% (n = 160,000); AID 1259399;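 further: 0% = negative control wells and 100% = reference inhibitor with no enzyme activity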
NPYLR7 ag – activates Aedes aegypti NPYLR7 receptor; HEK293T NPYLR7/Galpha15, GCaMP6s calcium fluorescence; activation, % at 10 µM; actives 0.15% (n = 270,000); in the data active means activation above about 40%;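 further: 0% = vehicle and 100% = reference agonist at the receptor; some compounds past the cut are filed as inactive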
hcGAS lum – human cGAS inhibition; inhibition, % at 12.5 µM; Q8N884; recombinant h-cGAS, ATP depletion, Kinase-Glo luminescence; actives 0.081% (n = 290,000); AID 1259398;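 further: 0% = vehicle reaction and 100% = reaction without DNA for no activity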
Target sequence (Q8N884 whole entry, looked up): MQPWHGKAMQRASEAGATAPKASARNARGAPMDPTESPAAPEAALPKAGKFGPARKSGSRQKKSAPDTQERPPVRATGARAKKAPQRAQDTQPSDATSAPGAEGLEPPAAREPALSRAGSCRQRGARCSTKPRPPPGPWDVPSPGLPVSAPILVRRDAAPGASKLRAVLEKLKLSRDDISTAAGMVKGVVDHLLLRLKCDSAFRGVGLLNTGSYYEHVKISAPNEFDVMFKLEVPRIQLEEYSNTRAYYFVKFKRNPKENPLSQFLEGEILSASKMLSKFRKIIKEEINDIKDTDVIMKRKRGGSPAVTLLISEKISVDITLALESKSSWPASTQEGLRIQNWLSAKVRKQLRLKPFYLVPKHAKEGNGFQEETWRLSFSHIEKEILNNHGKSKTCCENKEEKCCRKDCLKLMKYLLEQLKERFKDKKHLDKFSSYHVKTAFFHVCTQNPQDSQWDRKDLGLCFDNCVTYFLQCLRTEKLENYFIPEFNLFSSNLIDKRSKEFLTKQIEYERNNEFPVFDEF
The depositor's hits bear a star; & = joins results of further samples. Unless noted, no stated cut-off is given here; in the data, active means inhibition above about 40%; inactive means the rest.

CCCCSc1nnc2c(n1)OC(c1ccc(OC)cc1OC)Nc1ccccc1-2 (configuration not stated) was read as mcGAS inh 1.7, NPYLR7 ag -9.4 and hcGAS lum 3.2.
Screening COc1ccc(-c2cccc(OC(C)C(N)=O)c2)c2cccnc12 (configuration not stated) returned NPYLR7 ag -0.5 and hcGAS lum 4.1.
O=C(CNC(=O)c1ccc(Br)cc1)N=Nc1c(O)[nH]c2ccccc12 was read as mcGAS inh -8.2, NPYLR7 ag -3.3 and hcGAS lum -5.8.
For CCC(=O)Nc1cccc(-n2nc(OCCc3ccc(OC)cc3)nc2-c2ccc(Cl)c(Cl)c2)c1 the results were mcGAS inh 0.9, NPYLR7 ag -19.3 and hcGAS lum -0.5.
Screening O=C(c1cccc(F)c1)N1CCC(N2CCCC(C(=O)N3CCCC3)C2)CC1 (configuration not stated) returned NPYLR7 ag -3.8 and hcGAS lum -6.9.
COc1ccc(C2C3(C#N)C(N)=NC(OC)(OC)C23C#N)cc1OC (configuration not stated) was read as NPYLR7 ag 1.2 and hcGAS lum -6.2.
`O=C(CCN1CCOC1=O)Nc1ccc(F)cc1-c1ccc(F)cc1` gave mcGAS inh 3.8, NPYLR7 ag 5.7 and hcGAS lum 0.3.
Screening O=c1c2cnc3ncnn3c2ccn1Cc1cccnc1 returned NPYLR7 ag 2.7 and hcGAS lum -5.2.
Screening CC(=O)Nc1cccc(-c2cccc3[nH]ccc23)c1 returned mcGAS inh -15.1, NPYLR7 ag 6.7 and hcGAS lum -4.2.
Cc1nc2ccc(C(=O)N3CCc4c(cnn4-c4ccccn4)C3)cc2nc1C was read as NPYLR7 ag -0.3 and hcGAS lum -5.6.
For CNc1nc2cnc(Nc3cc(OC)cc(C(F)(F)F)c3)cc2n1CCOC the results were mcGAS inh -1.7, NPYLR7 ag -8.4 and hcGAS lum 3.3.
CCOC(=O)C1CCN(CC(=O)N2N=C(c3ccc(OC)c(OC)c3)CC2c2ccc(C)cc2)CC1 (configuration not stated) was read as mcGAS inh 0.5, NPYLR7 ag -12.6 and hcGAS lum -1.6.
For O=C1NCC(=O)N2CCN(C(=O)c3ccccc3OC(F)(F)C(F)F)CC12 (configuration not stated) the results were NPYLR7 ag 0.1 and hcGAS lum -1.5.
For Cc1ccsc1CN(Cc1ccc(F)cc1)C(=O)CN(C(=O)c1ccc(Cl)cc1Cl)C1CC1 the results were mcGAS inh -6.0, NPYLR7 ag 15.8 and hcGAS lum -3.9.
Screening COc1cccc(C(=O)N2CCSC23CCN(C(=O)/C=C/c2ccccc2)CC3)c1 returned mcGAS inh -3.5, NPYLR7 ag -1.2 and hcGAS lum -2.9.
For COc1ccc2c(c1)CC(CNC(=O)c1cc(C)oc1C)O2 (configuration not stated) the results were mcGAS inh -5.8, NPYLR7 ag 20.9 and hcGAS lum -0.4.
Screening Cc1cccc(NC2CCN(C(=O)Nc3ccc(F)cc3C)CC2)n1 returned NPYLR7 ag -24.2&9.4 and hcGAS lum -6.6&-2.3.
`CC1CCN(C(=O)Cn2cnc3c(nnn3Cc3ccc(Cl)cc3)c2=O)CC1` gave NPYLR7 ag 5.0 and hcGAS lum -4.0.
Screening COC(=O)c1ccc(C(=O)N(C)C2CS(=O)(=O)c3ccc(Cl)cc32)nc1 (configuration not stated) returned NPYLR7 ag 3.9 and hcGAS lum -8.5.
For Cc1nn(-c2ccccc2)c(N2CCN(C)CC2)c1CN(CCC(C)C)C(=O)C1CC1 the results were mcGAS inh -5.5, NPYLR7 ag -0.1 and hcGAS lum -10.1.
For CCc1nc2ccc(C(=O)Nc3cccc(OC)c3)cn2c1N(CC)CCOC the results were mcGAS inh -2.4, NPYLR7 ag -7.7 and hcGAS lum -7.1.
O=C(Nc1ccc(Cl)cc1)C1CC=CCC1C(=O)N1CCN(c2ccccn2)CC1 (configuration not stated) was read as mcGAS inh -4.1, NPYLR7 ag -1.1 and hcGAS lum 0.2.
CCOc1cc(C)c(S(=O)(=O)N2CCC(C(N)=O)CC2)cc1C(C)C was read as mcGAS inh -1.4, NPYLR7 ag -1.5 and hcGAS lum 0.6.
`CCCCOc1ccc(C2=N/C(=C\c3ccc(OCC)cc3)C(=O)O2)cc1` gave mcGAS inh -7.2, NPYLR7 ag -4.3 and hcGAS lum -1.7.
For COc1ccc(C(=O)CSc2nnc(C)n2-c2cccc(C)c2)cc1 the results were mcGAS inh -4.4, NPYLR7 ag 25.1 and hcGAS lum -4.3.
COc1ccc(CN(CCc2c[nH]c3ccccc23)C(=O)CN(C(=O)c2cccc(F)c2)C2CC2)cc1 was read as mcGAS inh -5.1, NPYLR7 ag 19.3 and hcGAS lum -5.9.
`CN1CCN(c2nc(CSc3ncccn3)cc(=O)[nH]2)CC1` gave mcGAS inh -7.3, NPYLR7 ag 0.9 and hcGAS lum -9.1.
CC1Cc2cc(S(N)(=O)=O)ccc2N1CCCc1ccccc1 (configuration not stated) was read as NPYLR7 ag 9.7 and hcGAS lum -18.1.
For CCC(NC(=O)Cc1nc2nc(C)cc(C)n2n1)c1ccccc1OC (configuration not stated) the results were mcGAS inh -17.9, NPYLR7 ag -2.5 and hcGAS lum -2.6.
Screening Cc1cccc(NC(=O)N2CCc3ccccc3C2c2ccc(Cl)cc2)c1 (configuration not stated) returned mcGAS inh -6.8, NPYLR7 ag 20.3 and hcGAS lum -2.0.
Screening CC(C)COc1nc(-c2cccs2)n(-c2ccc(NC(=O)c3ccc(C(F)(F)F)cc3)cc2)n1 returned mcGAS inh -5.1, NPYLR7 ag 4.2 and hcGAS lum -5.9.
`Cc1cc(=O)c(OCc2ccccc2)cn1CC(=O)N1CCOCC1` gave mcGAS inh -7.7, NPYLR7 ag 0.0 and hcGAS lum -7.8.
Screening COc1ccc(C2NCCc3c2[nH]c2ccccc32)cc1CN1CCN(c2ccc([N+](=O)[O-])cc2)CC1 (configuration not stated) returned mcGAS inh -2.9, NPYLR7 ag 8.9 and hcGAS lum -6.6.
For Cc1cccc(C)c1NC(=O)CNC(=O)c1ccc(F)cc1F the results were NPYLR7 ag 7.4 and hcGAS lum -7.5.
Screening O=C(c1ccc(C(F)(F)F)o1)N1CCC(O)(c2ccc(Br)cc2)CC1 returned NPYLR7 ag 9.1 and hcGAS lum 0.7.
`O=C(c1ccoc1)N1CCc2onc(C(c3ccccc3)c3ccccc3)c2C1` gave NPYLR7 ag 11.4 and hcGAS lum -5.0.
CCc1ccc(C2CC(=O)Nc3n[nH]c(-c4cccs4)c32)o1 (configuration not stated) was read as mcGAS inh -9.2, NPYLR7 ag 1.7 and hcGAS lum -3.2.
For Cc1ccc(C(C)C)c(OCC(=O)NNC(=O)CN2C(=O)c3ccccc3C2=O)c1 the results were NPYLR7 ag -1.6 and hcGAS lum -3.8.
`CCOC1CCCN(C(=O)Nc2ccccc2OC(F)F)C1` (configuration not stated) gave mcGAS inh -1.7, NPYLR7 ag -0.4 and hcGAS lum 6.0.
Cc1ccc(Cc2nsc(N3CCN(c4cccc(Cl)c4)CC3)n2)cc1 was read as mcGAS inh -4.5, NPYLR7 ag 2.0 and hcGAS lum -3.3.
Screening O=C1CCC(C(=O)N2CCC(Cc3n[nH]c(=O)n3-c3ccccc3)CC2)N1 (configuration not stated) returned NPYLR7 ag 0.2 and hcGAS lum -5.4.
For O=C(C[C@@H]1C[C@@H]2C=C[C@H]1C2)N1C[C@H]2C[C@H](O)[C@H](O)C[C@H]2C1 the results were NPYLR7 ag -2.1 and hcGAS lum 4.0.
For CN(C(=O)CN1CCC(c2cc3ccccc3[nH]2)CC1)C1CC1 the results were NPYLR7 ag -1.2 and hcGAS lum -1.9.
Screening CCc1ncc(-c2nccn2Cc2cnn(-c3ccc(F)cc3)c2)cn1 returned NPYLR7 ag 0.6 and hcGAS lum -3.0.
`Cn1c(=NC(=O)c2ccccc2)sc2cc3c(cc21)OCCO3` gave mcGAS inh -7.5, NPYLR7 ag -0.1 and hcGAS lum -7.7.
For CCCCCCCC(=O)N(Cc1cccc(OS(C)(=O)=O)c1)Cc1ccco1 the results were mcGAS inh -5.1, NPYLR7 ag -4.0 and hcGAS lum -11.0.
`OCC1O[C@H]([S-])[C@@H](O)C(O)[C@@H]1O.[Au+]` (some centres not stated) gave mcGAS inh 21.4, NPYLR7 ag 5.3 and hcGAS lum 30.5.
For COC(=O)c1ccc(COC(CN2CCN(C(=O)c3snnc3C)CC2)c2ccc(Cl)cc2)cc1 (configuration not stated) the results were mcGAS inh -6.9, NPYLR7 ag 5.4 and hcGAS lum -10.4.
Cc1oc(-c2ccc(C(F)(F)F)cc2)nc1CN1CCC[C@H]1C(N)=O was read as NPYLR7 ag 6.1 and hcGAS lum -5.2.
Cc1noc(-c2cccc(F)c2)c1C(=O)NCCC1CCCN1C (configuration not stated) was read as mcGAS inh -6.3, NPYLR7 ag 4.1 and hcGAS lum -4.1.
Screening COCCNC(=O)[C@@]1(OCc2cccc(C(F)(F)F)c2)CC(OCc2ccc(C#N)cc2)[C@H](O)[C@H](O)C1 (some centres not stated) returned mcGAS inh 0.7, NPYLR7 ag 4.6 and hcGAS lum 3.0.
`CC(C)CN(CC(C)C)C(=O)CSc1nn2c(=O)c(C(C)(C)C)nnc2s1` gave NPYLR7 ag -4.2 and hcGAS lum -3.9.
CCCn1cnnc1CN(C)C(=O)c1cc2ccccc2s1 was read as mcGAS inh -12.3 and hcGAS lum -8.4.
Screening O=C(NCc1ccco1)C(=O)Nc1cc2c3c(c1)CCN3C(=O)CC2 returned NPYLR7 ag 10.3 and hcGAS lum -5.7.
`CCN1C(=O)N(CC)C(O)C1O` (configuration not stated) gave NPYLR7 ag -0.4 and hcGAS lum -5.1.
CCN(Cc1ccc2c(c1)OCO2)C(=O)CNS(=O)(=O)c1ccc2c(c1)CCCC2 was read as mcGAS inh 0.4, NPYLR7 ag -1.0 and hcGAS lum 7.8.
CCCC(=O)C1=C(c2ccc(OC)cc2)N(C(=O)CCC)n2cnnc2S1 was read as NPYLR7 ag 6.9 and hcGAS lum -11.3.
O=S(=O)(NC1CC1)c1ccc(S(=O)(=O)N2CCN(c3ncccn3)CC2)cc1 was read as NPYLR7 ag 0.8 and hcGAS lum -1.5.
For Cc1ccc(S(=O)(=O)N2CCCC(CNC(=O)c3cccs3)C2)cc1 (configuration not stated) the results were NPYLR7 ag 12.2 and hcGAS lum -5.9.
Screening CC(Sc1nncn1C)C(=O)NC(c1ccccc1)c1ccccc1 (configuration not stated) returned NPYLR7 ag -9.5 and hcGAS lum -6.8.

Next section, starting with the last two of the part before.
For Cc1ccc(S(=O)(=O)N2CCCC(CNC(=O)c3cccs3)C2)cc1 (configuration not stated) the results were NPYLR7 ag 12.2 and hcGAS lum -5.9.
Screening CC(Sc1nncn1C)C(=O)NC(c1ccccc1)c1ccccc1 (configuration not stated) returned NPYLR7 ag -9.5 and hcGAS lum -6.8.
Screening CCN(C(=O)c1cccc(NC(=O)CCc2ccncc2)c1)c1ccccc1 returned NPYLR7 ag 1.6 and hcGAS lum -1.7.
Screening CCn1c(C)c(C(=O)CN(Cc2ccco2)S(=O)(=O)c2cccc3cccnc23)c(C)c1C(=O)OC returned mcGAS inh -4.2, NPYLR7 ag 24.1 and hcGAS lum -3.3.
Screening CC(Cn1cccn1)NC(=O)C1=Cc2cc(Cl)ccc2OC1 (configuration not stated) returned mcGAS inh -6.9, NPYLR7 ag -1.4 and hcGAS lum -5.5.
`CCc1ccccc1N1C(=O)CSC1c1cccc(NC(=O)c2ccccc2Cl)c1` (configuration not stated) gave mcGAS inh -3.6, NPYLR7 ag -4.6 and hcGAS lum -6.6.
COc1ccc(NC(=O)CSc2nc3c(c(=O)n2-c2cc(C)cc(C)c2)SCC3)cc1OC was read as mcGAS inh -7.4, NPYLR7 ag -1.9 and hcGAS lum -3.4.
`CC1CCCCN1CC(=O)N1N=C(c2ccccc2)CC1c1ccccc1` (configuration not stated) gave mcGAS inh -3.2, NPYLR7 ag 10.0 and hcGAS lum -4.0.
`COc1ccc(NC(=O)CCN2CCC(c3noc(C)n3)CC2)cc1` gave NPYLR7 ag 10.1 and hcGAS lum -5.6.
`CC(c1cccc(-c2nccn2CCc2cn[nH]c2)c1)N(C)C` (configuration not stated) gave mcGAS inh -0.2, NPYLR7 ag -0.8 and hcGAS lum 0.0.
`O=C1NC(C(=O)N2CCCC2c2ccccc2)CSC1Cc1ccc(F)cc1` (configuration not stated) gave NPYLR7 ag 0.9 and hcGAS lum -3.7.
`CC(c1cncs1)N(C)S(=O)(=O)c1sc2c(c1C(=O)O)CCNC2` (configuration not stated) gave mcGAS inh -12.2 and hcGAS lum -12.1.
For N#CC=C(Sc1nc2ccccc2o1)c1ccccc1 the results were NPYLR7 ag 2.5 and hcGAS lum -3.9.
For Cc1occc1C(=O)N(C)C(Cc1ccccc1)C1CCN(C(=O)c2cnn(-c3ccccc3)c2)CC1 (configuration not stated) the results were mcGAS inh -2.6, NPYLR7 ag 0.0 and hcGAS lum -2.6.

Some of these compounds in order of count of non-hydrogen atoms, low to high.
For N#CC=C(Sc1nc2ccccc2o1)c1ccccc1 the results were NPYLR7 ag 2.5 and hcGAS lum -3.9.
`CC(c1cccc(-c2nccn2CCc2cn[nH]c2)c1)N(C)C` (configuration not stated) gave mcGAS inh -0.2, NPYLR7 ag -0.8 and hcGAS lum 0.0.
`CC(c1cncs1)N(C)S(=O)(=O)c1sc2c(c1C(=O)O)CCNC2` (configuration not stated) gave mcGAS inh -12.2 and hcGAS lum -12.1.
`COc1ccc(NC(=O)CCN2CCC(c3noc(C)n3)CC2)cc1` gave NPYLR7 ag 10.1 and hcGAS lum -5.6.
`CC1CCCCN1CC(=O)N1N=C(c2ccccc2)CC1c1ccccc1` (configuration not stated) gave mcGAS inh -3.2, NPYLR7 ag 10.0 and hcGAS lum -4.0.
Screening CCN(C(=O)c1cccc(NC(=O)CCc2ccncc2)c1)c1ccccc1 returned NPYLR7 ag 1.6 and hcGAS lum -1.7.
For Cc1occc1C(=O)N(C)C(Cc1ccccc1)C1CCN(C(=O)c2cnn(-c3ccccc3)c2)CC1 (configuration not stated) the results were mcGAS inh -2.6, NPYLR7 ag 0.0 and hcGAS lum -2.6.
